PMI inhibitors: inhibitors of human PMI, primary screen, biochemical, fluorescence intensity, coupled assay (AID 1209) | Mannose-6-phosphate isomerase (Homo sapiens) | purified PMI enzyme, coupled fluorescence intensity; higher % means a stronger effect | inhibition, % at 20 µM; hits with a dose series show IC50 in µM | 190,000 tested, 0.42% active;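 further: plate controls were DMSO vehicle for no effect and wells lacking substrate for full effect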
Dynein cargo inh: inhibitors of GR-EGFP nuclear translocation, primary screen, dynein cargo transport inhibitor project, imaging, high-content, 3617.4 mouse cells | test concentration mostly 20 µM; stimulated with dexamethasone, 1 µM; active compounds read low | z-score, hits read low | 220,000 tested, 0.47% active | AID 1381, 2008;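 active means plate z-score of nuclear minus cytoplasmic receptor signal below a set negative limit, without overly bright fluorescence or cell loss, cut at about -3.5 in these data, passing the limit was not always enough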;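 further: z-score of nuclear minus cytoplasmic ring GR-EGFP intensity difference per well; some compounds called inactive have numbers as strong as hits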
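Also added: dexamethasone, 1.0 µM final. Medium: tet-free, stripped-serum medium. Detection: fixed, Hoechst-stained cells imaged at 10x for EGFP. Read-out: nuclear-to-cytoplasmic GR-EGFP distribution per well. Times: induction 48 h, compound 1 h, agonist 30 min.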
Insulin prom up: insulin promoter activators in MIN6 cells, imaging, high-content screening, mouse beta cells; MIN6 insulin promoter-GFP reporter; active compounds read high; z-score at 5 µM; 190,000 tested, 0.3% active; AID 1625, 2009;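 active means z-score above 3 at 5 µM with at least 500 cells counted in the well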
bCat nuc transl: modulators of beta-catenin nuclear translocation, primary screen, imaging, HeLa cells, immunofluorescence, high-content | 190,000 tested, 0.3% active | AID 1665, 2009 | nuclear translocation activity, % at 5 µM;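 active means nuclear translocation activity above 50% at 5 µM, with a well cell count of 50 or more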;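 further: per-cell ratio of nuclear to cytoplasmic median beta-catenin stain intensity; plate controls were DMSO negative control for no effect and GSK-3 inhibitor IX positive control for full effect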
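test system = HeLa cells, endogenous beta-catenin | dosing = single 5 µM dose plus 0.02–20 µM confirmation series | times = compound treatment 24 h, 37°C, 5% CO2 | technique = beta-catenin immunofluorescence imaging with DAPI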
WT yeast gro inh: growth inhibition of WT strain, primary screen, mitochondrial fusion inhibitor project, WT and mutant strains, chemical genetic | mitochondrial fusion phenotypic screen | inhibition, % at 10 µM | 190,000 tested, 2.1% active | AID 1362, 2008; in the data active means inhibition above about 58%; tested in S. cerevisiae
human PMI inhibitors: human PMI inhibitors, high substrate, primary screen, biochemical, fluorescence intensity, high mannose 6-phosphate (AID 1220); inhibition, % at 20 µM; hits with a dose series show IC50 in µM; 190,000 tested, 0.66% active; recombinant PMI enzyme, coupled fluorescence intensity; higher % means a stronger effect; Mannose-6-phosphate isomerase (Homo sapiens)
Yfh1-depleted yeast: enhancers of respiration in Yfh1-depleted yeast, dose response, Friedreich's ataxia, plus single-dose screen (AID 1465) | S. cerevisiae Yfh1-off respiration, WST-1 reduction, 72 h; higher fold induction means a stronger effect | fold induction at 50 µM; hits with a dose series show EC50 in µM | 220,000 tested, 0.074% active;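 active means fold induction of absorbance versus untreated yeast above a set limit, then at least 30% activation at any dose in follow-up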;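 further: activators that raise dye reduction in frataxin-depleted yeast; strong numbers were not always called active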
Autophagy mod: autophagy modulators in MEF cells, primary screen, imaging, high-content, MEF GFP-LC3. MEF GFP-LC3 puncta imaging; test concentration mostly 10 µM. calls only at 10 µM (by protocol). 190,000 tested, 0.98% active. AID 463193, 2010;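 active means percentage of spot-positive cells more than 3 SD above its plate mean, without a fluorescence outlier flag or 80% toxicity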;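 further: spot-positive cell cutoff set from DMSO-treated cells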
MT stabilizer: microtubule stabilizers in HeLa cells, primary screen, imaging, high-content imaging; % tubulin-high responders, % at 10 µM; HeLa tubulin immunostaining HCS, 24 h; share of cells brighter than vehicle mean+2SD; AID 2205, 2009; 200,000 tested, 0.83% active;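 active means plate Z-score above 3 for both tubulin-high and condensed-nucleus cell shares, with cell loss under 80%, at 10 µM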;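 further: anti alpha tubulin signal scored within the nucleus-defined area of each cell; some results filed as inactive read as strong as hits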
WT yeast gro inh mutant strain: second read-out of WT yeast gro inh, no call of its own (marks repeat the call); inhibition, %; mitochondrial fusion phenotypic screen, mutant strain inhibition
Dynein cargo inh cytoplasmic EGFP: also measured in Dynein cargo inh; calls as there; z-score; measured here: cytoplasmic GR-EGFP intensity; active compounds read high
Dynein cargo inh nuclear GR-EGFP: second read-out of Dynein cargo inh, no call of its own (marks repeat the call); z-score; measured here: nuclear GR-EGFP intensity;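 lower value marks the stronger effect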
Dynein cargo inh cell count: second read-out of Dynein cargo inh, no call of its own (marks repeat the call); z-score; measured here: cell count per field
Insulin prom up cell count: also measured in Insulin prom up; calls as there; cell count; measured here: cytotoxicity, nuclei count;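 total cells summed across four imaged fields per well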
bCat nuc transl cell count 5 µM: further read-out of bCat nuc transl, marked with its call; cell count; measured here: cell count, cytotoxicity flag
MT stabilizer Hoechst-high %: second read-out of MT stabilizer, no call of its own (marks repeat the call); % Hoechst-high responders; measured here: nuclear condensation Hoechst responders;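 share of cells brighter than vehicle mean plus two SD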
MT stabilizer cytotoxicity %: further read-out of MT stabilizer, marked with its call; toxicity, %; measured here: cytotoxicity by cell density;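 0% = mean cell density of plate MIN control wells and 100% = no cells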
Autophagy mod cell loss 18 h: recorded beside Autophagy mod, whose call it bears; toxicity, %; measured here: cell loss, nuclei count;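 cell loss after 18 h compound exposure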
The depositor's hits bear a star; i = inactive; . = not tested or not shown. Unless noted, no stated cut-off is given here; in the data, active means inhibition above about 50%; inactive means the rest. Random draw from the library; 5% or so of the library scored in one or more.

structure	PMI inhibitors	Dynein cargo inh	Dynein cargo inh cytoplasmic EGFP	Dynein cargo inh nuclear GR-EGFP	Dynein cargo inh cell count	Insulin prom up	Insulin prom up cell count	bCat nuc transl	bCat nuc transl cell count 5 µM	WT yeast gro inh	WT yeast gro inh mutant strain	human PMI inhibitors	Yfh1-depleted yeast	Autophagy mod	Autophagy mod cell loss 18 h	MT stabilizer	MT stabilizer Hoechst-high %	MT stabilizer cytotoxicity %
COc1ccc(CN=CC2=C(O)CC(C)(C)CC2=O)cc1	7%	0.013	-0.34	-0.085	0.39	0.01	925	-0.4	1139	-6	7	12%	i	i	7	4.4	3.0	5.6
CCN(CC)c1c([N+](=O)[O-])ncn1C	2%	0.2	-0.21	0.17	-1	.	.	-2.2	1166	-1	-3	-2%	i	i	2	1.8	0.9	2.1
CCCCN(C)C(=O)c1nc2ccccn2c1CN1CCN(C/C=C/c2ccccc2)CC1	9%	0.96	-0.26	0.76	-0.75	0.3	1305	0.6	1158	11	4	4%	i	i	24	1.7	1.3	6.4
CCOC(=O)C1=C(C)N(C)C(=S)NC1c1cccc(Cl)c1Cl (stereo unspecified)	12%	-0.67	-0.37	-0.29	1.2	-0.95	1455	-0.2	1442	20	-8	14%	i	i	-4	1.2	1.6	9.8
O=C1C2C(C(=O)N1/N=C/c1cc([N+](=O)[O-])c(O)cc1O)C1C=CC2C12CC2 (stereo unspecified)	-2%	-0.25	-0.35	0.4	0.7	1.2	1541	1.3	897	5	0	22%	i	i	9	3.4	3.0	5.6
COc1ccccc1CNC(=O)CNCC1CCCO1 (stereo unspecified)	-8%	0.093	-0.11	0.5	0.77	-0.58	1539	-5.5	695	0	8	-8%	i	i	-8	3.8	1.8	4.5
CCOC(=O)c1[nH]c(=O)c2ccccc2c1O	-15%	0.55	-0.2	0.12	0.34	1.1	1090	-1.3	1016	-7	3	27%	i	i	23	2.6	1.1	2.5
COC(CNC(=O)c1ccc2c(c1)ncn2-c1ccc(F)cc1F)OC	-9%	0.27	-0.32	0.18	0.079	0.4	1206	-0.8	1102	-10	-6	0%	i	i	1	4.0	2.1	3.9
Cc1cc(C)cc(NC(=O)COC(=O)CCc2ccc(S(=O)(=O)N3CCOCC3)cc2)c1	6%	-0.3	-0.13	-0.056	-0.97	0.72	1498	-2.2	1091	-8	-20	2%	i	i	-7	1.5	1.1	8.3
Cc1oc(C(C)(C)C)cc1C(N)=O	.	0.036	-0.15	0.0088	0.38	0.19	1356	-3.2	1111	.	.	.	i	.	.	.	.	.
CNC(=O)Nc1cccc(-c2ccnc(C)n2)c1	.	0.34	-0.2	-0.078	-0.24	0.89	1445	0.4	1388	.	.	.	i	.	.	.	.	.
O=C(CCc1ccccc1)NC(=S)Nc1cccc(Br)c1	18%	-1.1	-0.23	-0.39	0.26	-1.2	1251	.	.	59*	0.6*	15%	i	i	-2	3.3	2.6	5.8
CCN(C(=O)c1ccc(NC(C)=O)cc1)c1ccccc1	-8%	-0.23	0.29	-0.15	0.042	.	.	-14	1178	16	11	-9%	i	i	-4	2.5	2.1	9.0
CCOC(=O)Cc1c(C)[nH]n(-c2ccccc2)c1=O	.	-0.46	-0.17	-0.26	1.3	0	1271	0.0	1064	.	.	.	i	.	.	.	.	.
COc1ccc(C(=O)COc2cccc(NC(=O)c3ccco3)c2)cc1	-1%	-0.48	-0.27	-0.3	-0.08	.	.	6.9	484	9	10	2%	i	i	-3	3.2	1.8	6.7
NCCCC[C@H]1CNC(=S)N1CC1CCCCC1	-2%	1.1	-0.29	1	-0.77	0.64	1362	2.0	1048	-5	-2	-2%	i	i	24	1.4	1.3	3.3
CCN(CC)S(=O)(=O)c1ccc(C)c(NC(=S)NC2CCCCC2)c1	.	-0.37	-0.22	-0.065	0.6	-0.34	1093	0.0	1296	.	.	.	i	.	.	.	.	.
COc1ccc2cc(C(=O)Nc3ccc(S(N)(=O)=O)cc3)sc(=O)c2c1OC	12%	0.94	-0.26	0.49	0.41	0.23	1405	0.5	1006	0	0	5%	i	i	17	1.1	1.5	5.9
COc1ccccc1C(c1nnnn1C1CCCC1)N1CCN2CCCC2C1 (stereo unspecified)	4%	-1.1	0.0041	-0.4	0.25	-0.11	1037	-1.5	1108	2	3	0%	i	i	11	4.9	2.6	3.8
CCOC(=O)C1CCN(C(=O)C(=O)N2CCC(C(=O)OCC)CC2)CC1	-2%	0.25	-0.19	-0.5	-0.29	1.1	1457	-2.3	1385	-3	-5	-5%	i	i	-3	2.3	2.0	0.0
Cc1ccc(S(=O)(=O)N2CCN=C2c2ccccc2)cc1C	6%	-0.6	-0.099	-0.33	-0.22	.	.	-0.2	1175	56	21	-1%	.	i	0	2.6	2.6	4.5
CN1CCN(C(=O)c2cc3nc(-c4ccc(F)cc4)cc(C(F)(F)F)n3n2)CC1	-5%	0.63	-0.28	0.7	-0.22	0.67	973	-2.0	1169	-2	3	-4%	i	i	8	4.5	2.7	0.2
CCn1c(SCc2nc3ccccc3c(=O)[nH]2)nnc1C(C)NC(=O)c1ccccc1 (stereo unspecified)	-10%	-0.32	-0.28	-0.19	0.95	-0.1	1258	-1.8	1099	-9	-9	2%	i	i	-2	3.2	2.1	11
CN1C(=S)SC(N2OC3C(=O)N(c4ccccc4)C(=O)C3C2c2ccccc2)C1(C)C (stereo unspecified)	8%	-0.19	-0.24	0.29	0.87	0.12	1449	-1.6	1122	6	11	12%	i	i	26	4.4	3.7	6.0
Cc1ccc(C2C(C#N)=C3N=C(N)c4ccccc4N3C3=C2C(=O)CCC3)cc1 (stereo unspecified)	.	0.75	0.19	1.1	-1.7	0.2	1027	-0.2	1317	.	.	.	i	.	.	.	.	.
Cc1ccc(NC(=O)c2ccc(OC(F)(F)F)cc2)cc1S(=O)(=O)N(C)C	16%	-0.74	-0.15	-0.44	-0.53	0.26	1505	-0.4	1104	23	1	14%	i	i	16	6.7	1.7	2.7
CCN(CC)S(=O)(=O)c1ccc(Cl)c(NC(C)=O)c1	-1%	-0.12	-0.28	0.059	0.29	-0.52	1554	1.0	1480	1	2	3%	i	i	11	1.3	2.3	3.9
Cc1ccc2cc(C(c3nnnn3C3CCCC3)N(Cc3ccco3)Cc3cccs3)c(=O)[nH]c2c1 (stereo unspecified)	12%	-1.2	-0.38	-0.66	1.2	-1.6	873	-2.0	1146	8	7	7%	i	i	-2	0.6	1.1	8.1
CCC(Sc1nncn1C)C(=O)Nc1nnc(-c2ccc(Cl)cc2)s1 (stereo unspecified)	10%	-0.24	-0.28	0.052	0.63	1.8	1523	-0.5	976	-6	-6	4%	i	i	-1	2.3	3.1	9.4
O=C(Cc1ccc(Cl)cc1Cl)NCC1(N2CCOCC2)CCCCC1	14%	-1	-0.14	-0.45	0.18	-0.05	1450	-1.7	1065	4	-7	14%	i	i	1	5.0	1.3	9.2
CC(C)CC(=O)NC(C)C(c1cccs1)N1CCOCC1 (stereo unspecified)	.	-0.84	-0.24	0.21	-0.095	-0.3	1068	-0.5	1371	.	.	.	i	.	.	.	.	.
Cc1noc(C)c1C(=O)N1CCC(C(=O)c2ccc(F)cc2F)CC1	.	0.21	-0.23	0.09	-0.72	-0.31	1357	0.2	1149	.	.	.	i	.	.	.	.	.
Cc1nc2ccccn2c1/C(O)=C1\C(=O)C(=O)N(CCN2CCOCC2)C1c1cccs1 (stereo unspecified)	2%	-0.12	-0.22	0.53	-0.26	-0.1	1759	-0.9	1047	-4	12	-8%	i	i	25	2.7	1.4	7.0
CCc1nn(CC(=O)NCCCN(CC)Cc2ccccc2)c(=O)c2cc3sccc3n12	-7%	0.31	-0.22	0.38	0.4	0.49	954	.	.	0	-2	-10%	i	i	-2	2.9	1.8	10
CC(=O)Nc1ccccc1C(=O)C(=O)Nc1cccc(C(=O)NC2CC2)c1	7%	-0.76	-0.32	-0.66	1.3	-0.5	1356	2.5	1128	-21	-5	-9%	i	i	-6	2.4	2.7	5.7
CN(C)S(=O)(=O)c1ccc(Cl)c(NC(=O)CSc2nc3ccccc3c(=O)n2CCCN2CCOCC2)c1	5%	0.47	-0.27	0.42	-0.29	-0.19	1347	-2.5	497	-10	-2	5%	i	i	-14	0.6	3.4	11
O=C(NC(Cc1c[nH]c2ccccc12)C(=O)N/N=C/c1cccnc1)c1cccs1 (stereo unspecified)	6%	-0.61	-0.28	-0.18	0.41	0.53	1518	-0.6	1360	3	8	11%	i	i	11	1.9	1.2	7.8
CCOC(=O)C1=C(C(F)(F)F)Nc2ncnn2C1c1ccc(OC)c(OC)c1OC (stereo unspecified)	2%	-0.46	1.8	0.22	0.089	-0.01	1366	-0.5	543	4	2	3%	i	i	11	2.0	2.3	0.4
